High-throughput results: PubChem, National Center for Advancing Translational Sciences (NCATS)
ELG1 genotoxic: inducers of genotoxicity in HEK293T ELG1-luciferase cells | HEK293T ELG1-luciferase reporter, luminescence, 16 h | AID 504466 | Potency, µM (top dose mostly 46 µM), for the others: top-dose activity change, positive = activation, most hits filed as activators | 330,000 tested, 1.3% active; also: % of control where 0% means no effect; nearly all actives have a fitted effect of over 60% in size
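16 hr compound incubation (37 °C, 5% CO2) of HEK293T cells carrying luciferase-tagged ELG1; luciferase then measured by ONE-Glo luminescence after 30 min at RT.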
VP16 counter: inhibits Gal4-VP16 luciferase reporter, ROR gamma counter-screen; AID 2546; 310,000 tested, 3.5% active; Potency, µM (titrated, usually from 53.6 µM), for inactives: at the top dose activity, negative = inhibition, hits mostly inhibitors; Drosophila S2 Gal4-VP16 UAS-luciferase, luminescence, 20 h;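 also: Gal4-VP16 expression switched on by copper sulfate through the metallothionein promoter; % is scaled to controls: 0 for no effect and ±100 for the full control effect; nearly all actives have a fitted effect of over 50% in size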
NPC1 prom act: activators of NPC1 promoter. Potency, µM (top dose mostly 9.22 µM), without a hit: at the highest dose activation, hits mostly activators. AID 485313. Huh7 NPC1 promoter luciferase reporter, 24 h. 320,000 tested, 2.4% active;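 also: % of control where 0% means no effect; nearly all actives have a fitted effect of over 60% in size; reporter is driven by a mutant NPC1 promoter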
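Luciferase expression driven by the NPC1 promoter was measured in stably transfected Huh7 cells after a 24 h compound incubation, using a luciferase reagent and a luminescence read.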
MLL CXXC-DNA inh: blocks binding of human MLL CXXC domain to DNA; Q03164; MLL-CXXC / FITC-HOXA9 DNA fluorescence polarization; Potency, µM (doses to about 115 µM), for inactives: at the top dose activity change, negative = inhibition, hits mostly inhibitors; 290,000 tested, 0.037% active; AID 2662; active = well fitted inhibition curve with a large enough effect in the polarisation, with a control signal flat, not every such curve was filed as active; inconclusive = small, poorly fitted or top-dose-only effect, or effect the other way, or a change in a side signal; inactive = no such curve, though single readings can be large or run the other way; the % refers to the polarisation
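Fluorescence polarization: 7 uM MLL-CXXC (stock) preincubated 5 min with compounds, then 50 nM fluorescein-HOX-A9 DNA (stock) added; 30 min ambient. Buffer 50 mM Tris-HCl pH 7.5, 50 mM NaCl, 1 mM DTT, 0.05% BSA.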
p53 reactivation: restores transcriptional activity of mutant p53. Potency, µM (series often up to 92.2 µM), without a hit: top-dose activity change, positive = activation, hits mostly activators. AID 504706. H1299 p53-A138V BP100-luciferase reporter, luminescence, 24 h. 320,000 tested, 0.063% active; also: % of control where 0% means no effect; nearly all actives have a fitted effect of over 45% in size
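p53-null H1299 cells stably carrying temperature-sensitive p53-A138V and a BP100-luciferase reporter were pinned with compounds (4-point, 1:5 series) and held 24 hrs at 37 deg C. Luminescence was read 10 min after detection reagent.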
BRCA1 expr act: activators of BRCA1 expression | 380,000 tested, 1.1% active | MCF7-BRCA1-FFLuc reporter, luminescence, 48 h; response scale: scaled: vehicle 0%, 10 µM genistein 100% | AID 624202 | Potency, µM (doses to about 46.1 µM), for the others: at the top dose activation, hits mostly activators; also: nearly all actives have a fitted effect of over 80% in size; some results filed as inactive show a strong effect at the top dose
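Quantitative HTS in MCF7 cells stably reporting BRCA1 expression via firefly luciferase. Compound treatment lasts 48 h at 37 °C in phenol-red free MEM. Activation is expressed relative to genistein at 10 microM and DMSO.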
FLuc counter: firefly luciferase modulation, counter-screen for miR-21 project; Potency, µM (highest dose often 57.5 µM), for the others: at the highest dose activity change, negative = inhibition, hits mostly inhibitors; P08659; purified FLuc, Km substrates, luminescence inhibition; AID 588342; 360,000 tested, 6.9% active;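 also: plate controls were vehicle for no effect and reference inhibitor for full effect; nearly all actives have a fitted effect of over 55% in size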
Target sequence (P08659 whole entry, looked up): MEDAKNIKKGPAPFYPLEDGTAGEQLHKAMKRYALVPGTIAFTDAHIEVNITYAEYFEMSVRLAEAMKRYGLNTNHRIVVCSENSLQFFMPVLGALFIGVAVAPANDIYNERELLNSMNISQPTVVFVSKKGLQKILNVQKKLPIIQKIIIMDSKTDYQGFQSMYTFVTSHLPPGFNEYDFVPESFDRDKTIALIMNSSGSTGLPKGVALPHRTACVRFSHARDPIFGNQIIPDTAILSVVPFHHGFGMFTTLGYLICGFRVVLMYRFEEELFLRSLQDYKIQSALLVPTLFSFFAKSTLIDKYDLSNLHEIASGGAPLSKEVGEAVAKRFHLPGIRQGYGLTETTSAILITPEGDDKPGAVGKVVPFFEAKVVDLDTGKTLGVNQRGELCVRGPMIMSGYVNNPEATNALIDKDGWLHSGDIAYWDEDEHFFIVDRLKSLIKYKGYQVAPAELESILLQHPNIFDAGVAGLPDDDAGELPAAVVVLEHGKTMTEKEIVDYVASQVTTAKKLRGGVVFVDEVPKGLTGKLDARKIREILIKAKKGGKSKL
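Biochemical qHTS of compounds, final roughly 60 µM downward over six points, against 10 nM purified firefly luciferase using Km concentrations of substrates (10 uM D-luciferin, 10 uM ATP) in Tris acetate pH 7.5 buffer; luminescence output.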
MBNL1 CUG block: inhibitors of human MBNL1 binding to CUG repeat RNA; Q9NR56; TR-FRET MBNL1-His/biotin-(CUG)12 binding, 665/545 ratio; Potency, µM (doses to about 57.5 µM), for the others: top-dose activity change, negative = inhibition, actives largely listed as inhibitors; 280,000 tested, 0.036% active; active = well fitted inhibition curve with a large enough effect in the signal ratio, with a control signal flat, not every such curve was filed as active; inconclusive = small, poorly fitted or top-dose-only effect, or effect the other way, or a change in a side signal; inactive = no such curve, though single readings can be large or run the other way; the % refers to the signal ratio; also: % is scaled to controls: 0 for no effect and ±100 for the full control effect
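TR-FRET between His-tagged MBNL1 and biotin-(CUG)12 RNA, detected with Tb anti-His antibody (0.055 ng/ul) and streptavidin-XL665 (5 nM), 60 min at room temperature. Compounds titrated 92 nM to 58 uM; 665/545 nm ratio normalized to buffer and complex controls.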
uPA surface inh: inhibitors of cell surface uPA generation; cell surface uPA generation assay, qHTS; Potency, µM (highest dose often 38.3 µM), for the others: top-dose activity change, negative = inhibition, most hits filed as inhibitors; 330,000 tested, 0.31% active; AID 540303; active = well fitted inhibition curve with a large enough effect; inconclusive = small, poorly fitted or top-dose-only effect; inactive = no such curve, though single readings can be large or run the other way; tested in mouse RAW 264.7 cells; also: % is scaled to controls: 0 for no effect and ±100 for the full control effect; nearly all actives have a fitted effect of over 55% in size
Rab9 prom act: Rab9 promoter activation. 320,000 tested, 2.8% active. Huh7 Rab9 promoter-luciferase reporter, luminescence, 24 h. AID 485297. Potency, µM (series often up to 9.22 µM), for the others: top-dose activation, negative = inhibition, actives largely listed as activators; also: % of control where 0% means no effect; nearly all actives have a fitted effect of over 60% in size
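Luciferase signal after 10 min detection reagent at ambient indicates Rab9 promoter upregulation; stably transfected Huh7 cells were treated 24 h with compound in DMSO at 37 °C, 5% CO2.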
RORg inh: ROR gamma (mouse) transcription inhibition. P51450. Drosophila S2 Gal4-RORgamma UAS-luciferase reporter, 20 h. Potency, µM (top dose mostly 53.6 µM), for the others: top-dose activity change, negative = inhibition, most hits filed as inhibitors. 310,000 tested, 5.4% active; also: % is scaled to controls: 0 for no effect and ±100 for the full control effect; nearly all actives have a fitted effect of over 60% in size
Target sequence (P51450 whole entry, looked up, the tested form may be a part): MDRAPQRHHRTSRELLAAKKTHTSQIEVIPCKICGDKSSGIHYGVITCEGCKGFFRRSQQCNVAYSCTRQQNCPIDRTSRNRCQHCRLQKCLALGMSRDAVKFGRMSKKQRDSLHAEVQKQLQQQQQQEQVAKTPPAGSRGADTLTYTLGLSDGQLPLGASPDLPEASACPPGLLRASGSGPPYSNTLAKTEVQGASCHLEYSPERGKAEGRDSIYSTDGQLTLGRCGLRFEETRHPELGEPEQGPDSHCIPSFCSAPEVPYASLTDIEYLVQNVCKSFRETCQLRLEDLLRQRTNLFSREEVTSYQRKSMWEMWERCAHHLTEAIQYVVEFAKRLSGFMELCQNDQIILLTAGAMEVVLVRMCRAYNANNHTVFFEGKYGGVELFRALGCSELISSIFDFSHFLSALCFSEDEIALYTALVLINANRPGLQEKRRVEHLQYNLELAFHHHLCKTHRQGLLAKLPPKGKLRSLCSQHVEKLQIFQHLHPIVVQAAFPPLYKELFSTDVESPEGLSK
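Using a luciferase readout, inhibitors were identified by reduced reporter activity in Drosophila cells coexpressing a copper-inducible Gal4–ROR gamma fusion and UAS-driven Photinus luciferase, incubated 20 hr after 700 uM copper sulfate.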
An asterisk follows results filed as active; [ ] = remark or other dose. Unless noted, calls follow the shape of the dose curve; as a rule, active = well fitted curve in the direction sought with a large enough effect; inconclusive = small, poorly fitted or top-dose-only effect, or another doubt; inactive = no such curve, though single readings can be large; an effect the other way counts as inactive or inconclusive. Potency is read from the fitted curve at half-maximal effect. An excerpt, so the mix of outcomes need not match the whole.

CCc1nc(SCC(=O)Nc2nnc(CC)s2)c2c(C)c(C)sc2n1 was read as ELG1 genotoxic -1.6%, VP16 counter -0.2%, NPC1 prom act -2.8%, MLL CXXC-DNA inh -2.1%, p53 reactivation 1.0%, BRCA1 expr act 0.2%, FLuc counter 0.1%, MBNL1 CUG block -12.5%, uPA surface inh 1.6%, Rab9 prom act -5.7% and RORg inh -22.1%.
Cc1cccc(NC(=O)CC2SC(=NC3CCCCC3)NC2=O)c1 (stereo not drawn) was read as ELG1 genotoxic -12.8%, VP16 counter 3.6%, NPC1 prom act -3.2%, MLL CXXC-DNA inh -2.0%, p53 reactivation -7.4%, BRCA1 expr act -45.9%, FLuc counter -7.4%, MBNL1 CUG block -2.0%, uPA surface inh -4.7%, Rab9 prom act -2.9% and RORg inh 28.5%.
For CC(C)NCC(O)COCCOc1ccc(Br)cc1 (stereo not drawn) the results were ELG1 genotoxic 0.5%, VP16 counter -6.0%, NPC1 prom act -2.2%, MLL CXXC-DNA inh 1.8%, p53 reactivation -11.9%, BRCA1 expr act -2.1%, FLuc counter 3.9%, MBNL1 CUG block -3.9%, uPA surface inh 11.4%, Rab9 prom act -2.3% and RORg inh -1.4%.
CN(c1ccc(C(=O)NCCc2ccccc2)cc1)S(C)(=O)=O was read as ELG1 genotoxic 1.64µM*, VP16 counter inconclusive, NPC1 prom act 1.41µM*, MLL CXXC-DNA inh 0.7%, p53 reactivation 19.7%, BRCA1 expr act -11.9%, FLuc counter 5.36µM*, MBNL1 CUG block 0.2%, Rab9 prom act 0.631µM* and RORg inh inconclusive.
`Cc1cc(NC(=O)CSc2nc(-c3ccco3)cc(C(F)(F)F)n2)n(-c2ccccc2)n1` gave ELG1 genotoxic -7.6%, VP16 counter 13.9%, NPC1 prom act -26.2%, MLL CXXC-DNA inh 6.1%, p53 reactivation -4.8%, BRCA1 expr act -61.7%, FLuc counter 0.0%, MBNL1 CUG block inconclusive, uPA surface inh -11.2%, Rab9 prom act -21.1% and RORg inh 27.5%.
Screening CC12CCC(C(=O)N(NC(=O)c3ccccc3Cl)C1=O)C2(C)C (stereo not drawn) returned ELG1 genotoxic -0.6%, VP16 counter -0.5%, NPC1 prom act -0.7%, MLL CXXC-DNA inh 2.1%, p53 reactivation -7.3%, BRCA1 expr act 0.3%, FLuc counter 3.6%, MBNL1 CUG block 9.6%, uPA surface inh 0.2%, Rab9 prom act 2.3% and RORg inh 9.7%.
Screening O=C(c1ccc(Cl)c(S(=O)(=O)N2CCOCC2)c1)N1CCN(c2ccccc2)CC1 returned ELG1 genotoxic -6.6%, VP16 counter -9.8%, NPC1 prom act -1.5%, MLL CXXC-DNA inh 11.7%, p53 reactivation -13.1%, BRCA1 expr act -11.3%, FLuc counter 0.2%, MBNL1 CUG block 0.2%, uPA surface inh -2.0%, Rab9 prom act -5.1% and RORg inh 16.2%.
O=C(Nc1cccc(NC(=O)c2c(F)cccc2F)n1)c1c(F)cccc1F was read as ELG1 genotoxic -0.5%, VP16 counter 1.6%, NPC1 prom act -1.8%, MLL CXXC-DNA inh -4.6%, p53 reactivation 1.5%, BRCA1 expr act -29.1%, FLuc counter -13.3%, MBNL1 CUG block -17.6%, uPA surface inh -4.6%, Rab9 prom act -4.2% and RORg inh 16.3%.
`COCC(=O)N1CCC(Oc2ccc(C(=O)N3CCCCCCC3)cc2)CC1` gave ELG1 genotoxic -0.7%, VP16 counter 18.6%, NPC1 prom act -5.2%, MLL CXXC-DNA inh 0.1%, p53 reactivation -3.8%, BRCA1 expr act -19.1%, FLuc counter 4.5%, MBNL1 CUG block -3.6%, uPA surface inh -3.5%, Rab9 prom act -0.5% and RORg inh -3.6%.
For O=S(=O)(NCCC1=CCCCC1)c1ccc(Br)cc1 the results were ELG1 genotoxic -3.5%, VP16 counter -19.8%, NPC1 prom act -2.1%, MLL CXXC-DNA inh -6.9%, p53 reactivation -2.7%, BRCA1 expr act -15.9%, FLuc counter 0.2%, MBNL1 CUG block 0.9%, uPA surface inh -5.1%, Rab9 prom act -0.2% and RORg inh 6.1%.
For O=CN1CCN(C(=O)c2ccc(Br)o2)CC1 the results were ELG1 genotoxic 1.4%, VP16 counter 24.7%, NPC1 prom act -2.4%, MLL CXXC-DNA inh 6.1%, p53 reactivation -3.5%, BRCA1 expr act 10.9%, FLuc counter 4.8%, MBNL1 CUG block -2.6%, uPA surface inh 1.5%, Rab9 prom act -0.7% and RORg inh -16.5%.
`CCOC(=O)C1CCCN(Cc2ccc(OC)c(OCc3ccccc3)c2)C1` (stereo not drawn) gave ELG1 genotoxic -4.5%, VP16 counter 2.7%, NPC1 prom act -3.6%, MLL CXXC-DNA inh -11.0%, BRCA1 expr act -0.2%, FLuc counter -0.1%, MBNL1 CUG block -2.6%, uPA surface inh -3.7%, Rab9 prom act 3.2% and RORg inh -12.5%.
For Cc1ccc2c(=O)cc(C(F)F)oc2c1 the results were ELG1 genotoxic 4.7%, VP16 counter 3.7%, NPC1 prom act 1.1%, MLL CXXC-DNA inh 17.3%, p53 reactivation -2.6%, BRCA1 expr act 16.0%, FLuc counter -1.8%, MBNL1 CUG block 4.1%, uPA surface inh 0.1%, Rab9 prom act 4.9% and RORg inh -21.0%.
COC(=O)c1ccc(Cc2ccc(C(=O)OC)o2)o1 was read as ELG1 genotoxic -0.6%, VP16 counter 6.0%, NPC1 prom act -3.0%, MLL CXXC-DNA inh 1.3%, p53 reactivation -1.2%, BRCA1 expr act 16.2%, FLuc counter 2.5%, MBNL1 CUG block 0.8%, uPA surface inh -14.2%, Rab9 prom act -22.2% and RORg inh 7.4%.
COc1ncnc2c1N[C@@](C)(O)c1c(F)c(F)c(F)c(F)c1S2 was read as ELG1 genotoxic 3.5%, VP16 counter -3.1%, NPC1 prom act -1.2%, MLL CXXC-DNA inh -2.4%, p53 reactivation 1.2%, BRCA1 expr act 2.5%, FLuc counter 4.0%, MBNL1 CUG block 4.7%, uPA surface inh 7.6%, Rab9 prom act 9.0% and RORg inh 4.5%.
CCC1(CC)N([O-])C(C)=C(c2ccccc2)[N+]1=O was read as ELG1 genotoxic 1.3%, VP16 counter -9.4%, NPC1 prom act 1.1%, MLL CXXC-DNA inh 14.2%, p53 reactivation 6.4%, BRCA1 expr act -5.4%, FLuc counter 0.3%, MBNL1 CUG block -1.0%, uPA surface inh 7.2%, Rab9 prom act 3.9% and RORg inh 3.4%.
`CCC1C2CN(C(C)=O)CC=C2C(C#N)=C(N)C1(C#N)C#N` (stereo not drawn) gave ELG1 genotoxic -3.6%, VP16 counter -3.8%, NPC1 prom act 0.0%, MLL CXXC-DNA inh -4.4%, p53 reactivation 1.2%, BRCA1 expr act -0.3%, FLuc counter -0.4%, MBNL1 CUG block 9.6%, uPA surface inh -0.2%, Rab9 prom act -1.6% and RORg inh -5.1%[10 µM].
CC1CCN(C(=O)Cn2nc(C(F)(F)F)c3c2CCCC3)CC1 was read as ELG1 genotoxic 3.3%, VP16 counter -0.4%, NPC1 prom act -4.3%, MLL CXXC-DNA inh 6.2%, p53 reactivation -0.8%, BRCA1 expr act -0.4%, FLuc counter 0.7%, MBNL1 CUG block -5.0%, uPA surface inh -1.6%, Rab9 prom act -10.2% and RORg inh -16.0%.
Cn1c(NC(=O)c2ccc(F)cc2)c(-c2ccccn2)c(=O)c2ccccc21 was read as ELG1 genotoxic 6.7%, VP16 counter -4.4%, NPC1 prom act -3.3%, MLL CXXC-DNA inh 5.1%, p53 reactivation -8.1%, BRCA1 expr act -11.4%, FLuc counter -2.7%, MBNL1 CUG block 6.6%, uPA surface inh -0.1%, Rab9 prom act -0.4% and RORg inh -16.1%.
Screening O=C(NCCOc1ccccc1)C1CCCN1C(=O)c1cccs1 (stereo not drawn) returned ELG1 genotoxic 1.1%, VP16 counter -2.6%, NPC1 prom act 0.4%, MLL CXXC-DNA inh -7.4%, p53 reactivation 3.2%, BRCA1 expr act -4.9%, FLuc counter -1.3%, MBNL1 CUG block 4.5%, uPA surface inh -3.3%, Rab9 prom act 12.5% and RORg inh 6.5%.
`CCOc1ccc(-c2[nH]nc3c2C(c2ccc(O)cc2)C(C#N)=C(N)O3)cc1` (stereo not drawn) gave ELG1 genotoxic 4.3%, VP16 counter 5.3%, NPC1 prom act 0.0%, MLL CXXC-DNA inh -2.3%, p53 reactivation 7.7%, BRCA1 expr act -2.8%, FLuc counter 2.6%, MBNL1 CUG block 1.1%, uPA surface inh 0.6%, Rab9 prom act -3.3% and RORg inh 4.8%.
`CN1C(C(=O)Nc2ccccn2)=C(O)c2sc(Cl)cc2S1(=O)=O` gave ELG1 genotoxic 3.8%, VP16 counter -28.5%, NPC1 prom act -2.4%, MLL CXXC-DNA inh 15.0%, BRCA1 expr act 7.7%, FLuc counter -0.5%, MBNL1 CUG block -2.1%, uPA surface inh 0.0%, Rab9 prom act 1.4% and RORg inh -19.5%.
